V1aR counter = activates human V1a receptor in oxytocin agonist counter-screen. P37288. CHO-V1R cells, Fluo-8 calcium fluorescence, agonist mode; 0% DMSO, 100% 3 nM vasopressin. activation, % at 3 µM. 320,000 compounds, 0.25% hits. AID 2797;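 active = activation above the mean activation of all tested compounds plus 3 SD, per screening run, cut at about 20% in these data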;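 note: signal is peak over basal fluorescence ratio across a 100 second FLIPR read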
GalR3 antagonist = human GalR3 antagonism; 360,000 compounds, 0.44% hits; HEK293 GalR3-CNG cAMP membrane potential fluorescence; galR3 body fused to GalR1 C-terminus; inhibition, % at 3 µM;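 active = inhibition above the screen-wide average plus 3 SD, cut at about 13% in these data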;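 note: forskolin and galanin both at EC90 stimulate the cells; cAMP rise reported by CNG channel membrane potential dye signal; 0% = forskolin plus galanin with DMSO and 100% = forskolin alone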
Target sequence (O60755 1-299 limits assumed): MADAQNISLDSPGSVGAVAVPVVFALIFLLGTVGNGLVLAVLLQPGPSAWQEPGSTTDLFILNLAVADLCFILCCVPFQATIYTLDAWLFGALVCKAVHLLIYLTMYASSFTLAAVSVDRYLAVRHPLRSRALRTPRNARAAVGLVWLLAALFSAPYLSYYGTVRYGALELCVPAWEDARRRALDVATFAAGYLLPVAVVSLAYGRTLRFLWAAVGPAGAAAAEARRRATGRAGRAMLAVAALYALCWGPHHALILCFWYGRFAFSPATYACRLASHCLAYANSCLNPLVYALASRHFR
FID counter = displaces DNA intercalator in HCV helicase counter-screen | DNA fluorescent intercalator displacement, fluorescence | inhibition, % at 7.9 µM | 290,000 compounds, 0.17% hits; in the data active = inhibition above about 37%;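 note: 0% = vehicle and 100% = reference compound; higher means more ethidium bromide displaced from hairpin DNA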
GPR7 antag = human neuropeptides B/W receptor 1 antagonism; P48145; GPR7-expressing cells, fluorescence antagonist assay; inhibition, % at 4.4 µM; 290,000 compounds, 1.1% hits; AID 1861; in the data active = inhibition above about 16%, passing the limit was not always enough;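 note: cells stimulated with the agonist NPW; 0% = agonist with vehicle and 100% = vehicle without agonist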
Target sequence (P48145 whole entry, looked up): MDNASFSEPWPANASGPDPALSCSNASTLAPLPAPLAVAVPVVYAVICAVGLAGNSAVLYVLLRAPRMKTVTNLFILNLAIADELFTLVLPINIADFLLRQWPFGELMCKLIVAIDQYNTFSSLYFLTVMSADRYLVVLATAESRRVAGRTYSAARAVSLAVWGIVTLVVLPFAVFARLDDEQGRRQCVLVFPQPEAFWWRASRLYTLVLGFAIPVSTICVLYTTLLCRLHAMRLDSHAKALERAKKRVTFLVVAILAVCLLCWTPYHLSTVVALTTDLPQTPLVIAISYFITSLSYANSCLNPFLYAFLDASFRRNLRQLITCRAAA
OXTR agonist = activates the human oxytocin receptor; P30559; CHO-OTR cells, Fluo-8 calcium fluorescence; normalized: DMSO 0%, oxytocin 100%; activation, % at 3 µM; 320,000 compounds, 0.32% hits;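 active = activation above the mean of all tested compounds plus 3 SD, cutoff set per screening run, cut at about 20% in these data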;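 note: peak over basal fluorescence ratio from a 100 s FLIPR kinetic read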
Target sequence (P30559 whole entry, looked up): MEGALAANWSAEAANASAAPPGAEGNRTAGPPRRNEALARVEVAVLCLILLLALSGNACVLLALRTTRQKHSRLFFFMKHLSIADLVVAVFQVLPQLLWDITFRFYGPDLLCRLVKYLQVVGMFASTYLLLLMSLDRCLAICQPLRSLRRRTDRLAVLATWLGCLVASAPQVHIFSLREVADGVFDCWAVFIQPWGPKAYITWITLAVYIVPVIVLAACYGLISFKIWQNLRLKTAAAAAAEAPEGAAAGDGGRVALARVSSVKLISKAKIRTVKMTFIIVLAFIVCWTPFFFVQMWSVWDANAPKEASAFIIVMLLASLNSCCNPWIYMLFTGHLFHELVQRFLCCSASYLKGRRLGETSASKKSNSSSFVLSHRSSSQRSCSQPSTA
PHOSPHO1 block = inhibitors of human PHOSPHO1 phosphatase; Q8TCT1; recombinant PHOSPHO1, absorbance phosphatase assay; inhibition, % at 13.3 µM; 290,000 compounds, 1.1% hits; in the data active = inhibition above about 60%
HCV NS3 hel inh = inhibitors of Hepatitis C virus NS3 helicase | NS3 helicase DNA unwinding, Cy5 molecular beacon fluorescence | inhibition, % at 10.9 µM | 290,000 compounds, 0.56% hits | AID 1800;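 active = inhibition above the mean of all tested compounds plus 3 SD, set per campaign, cut at about 35% in these data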;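 note: 0% = DMSO wells and 100% = thioflavine S control wells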
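Compound dosing – single dose, 10.9 µM nominal final, DMSO 0.8% final · System – NS3 helicase fragment of HCV · Buffer or medium – MOPS pH 6.5, MgCl2, DTT, Tween20, BSA · Signal – Cy5 beacon fluorescence read at start and 1 h · Also added – annealed dual-labelled DNA beacon duplex, ATP-started · Schedule – 1 h at 25 °C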
VIM-2 inh = inhibitors of Pseudomonas aeruginosa VIM-2 metallo-beta-lactamase; inhibition, % at 5.6 µM; purified VIM-2, nitrocefin hydrolysis, epi-absorbance fluorescence; 290,000 compounds, 0.89% hits;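 active = inhibition above the mean of all tested compounds plus 3 SD, cutoff set per screening run, cut at about 7.5% in these data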;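 note: red hydrolysis product quenches plate fluorescence so inhibitors raise well fluorescence; 0% = enzyme with DMSO and 100% = DMSO without enzyme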
IMP-1 inh = blocks Pseudomonas aeruginosa IMP-1 metallo-beta-lactamase | 290,000 compounds, 0.45% hits | AID 1556 | purified IMP-1, nitrocefin hydrolysis, epi-absorbance fluorescence | inhibition, % at 5.6 µM;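 active = inhibition above the mean plus 3 SD of all compounds in the same screening run, cut at about 4.5% in these data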;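 note: 0% = IMP-1 with DMSO and 100% = DMSO wells lacking enzyme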
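Test system: recombinant IMP-1 enzyme, purified / Medium: HEPES buffer pH 7.1 with ZnSO4 and Brij 35 / Doses: single dose, 5.6 µM / Times: 25 °C, 15 min preincubation, 25 min reaction / Detection: Epi-absorbance via hydrolysed-nitrocefin quenching of white-plate fluorescence, 480/530 nm, EDTA stop / Evaluation: percent inhibition from optical density relative to buffer-blank wells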
An asterisk follows results filed as active; / = not tested or not shown. Hits appear at their usual frequency; any-hit rate near 4.3%.

SMILES	V1aR counter	GalR3 antagonist	FID counter	GPR7 antag	OXTR agonist	PHOSPHO1 block	HCV NS3 hel inh	VIM-2 inh	IMP-1 inh
Cc1cc(C)cc(C(=O)NC(CC(N)=O)c2ccc(NCCN3CCCC3)c([N+](=O)[O-])c2)c1 (stereo unspecified)	0.7	-1	12	-12	0.0	41	-5	0.1	-0.8
O=C(CCS(=O)(=O)c1ccc(Cl)cc1)NCCC1=CCCCC1	-0.4	0	-25	-7	-2.0	14	1	0.5	-1.3
CC(=O)Nc1ccccc1OCC(=O)NCCc1ccc(Cl)cc1Cl	3.1	-2	-5	-11	1.5	-6	1	-0.9	-2.6
O=S(=O)(NCC(c1cccnc1)N1CCN(c2ccc(F)cc2)CC1)c1ccc(F)cc1 (stereo unspecified)	0.9	/	-37	-8	-0.3	18	-15	-3.3	-0.9
O=C(Cn1nc(Cl)nc1Cl)Nc1ccccc1	0.0	-4	4	0	-0.6	9	-5	-1.8	-2.9
CN1C(=O)/C(=C\c2cccc(OCc3ccccc3)c2)SC1=S	/	-8	-2	9	/	32	-1	-0.3	-0.8
Cc1ccccc1NC(=O)c1ccc(-n2cncn2)nc1	0.8	-5	-4	-4	1.1	7	0	-2.8	-3.0
O=C1/C(=C\c2ccsc2)N2CCC1CC2	1.0	-1	-3	-6	-0.8	32	4	-1.0	-1.1
O=C(CCc1nnc(-c2ccccc2)o1)c1ccc(Cl)cc1	-1.0	4	-6	-15	0.1	8	1	-4.4	-1.7
c1ccc(Cn2c(Sc3nnnn3-c3ccccc3)nnc2-c2ccccc2)cc1	0.3	-2	-12	0	-0.9	17	-7	-2.2	-0.5
COc1ccc(CNC(=S)Nc2ccc3nc(N4CCN(C)CC4)cc(C)c3c2)cc1	7.6	-5	22	5	2.2	28	-44	-1.5	-3.9
O=C(NNC(=O)c1ccc[nH]1)Nc1cccc(C(F)(F)F)c1	-0.6	-7	1	4	-0.3	42	11	-1.9	-1.5
O=C(NCc1nc2ccccc2[nH]1)C1=C[C@@H](c2ccccc2)C[C@@H](OCCCCO)O1	0.4	-8	-22	-12	2.0	48	-1	-4.5	-4.0
COCCn1c(C)cc(C(=O)CSc2nc(C)nc3sc4c(c23)CCC4)c1C	0.2	0	-3	0	0.8	/	6	-1.4	-2.5
O=C(NCCCN1CCOCC1)C(=O)NCC1OCCN1S(=O)(=O)c1ccc(F)cc1 (stereo unspecified)	1.4	-3	0	-10	0.1	57	-23	-6.6	-5.0
CC(C)N1CCN(c2ccncc2S(=O)(=O)N2CCOCC2)CC1	0.3	0	-3	-16	0.9	22	0	-1.7	-3.7
Cc1c(C(=O)N2CCN(c3ncccn3)CC2)sc2nc3n(c(=O)c12)CCCC3	0.5	-5	-19	0	1.0	-50	1	-1.3	-3.1
Cc1c(C)n(C)c2ccc(C(=O)NCCCN3CCN(c4ccccc4F)CC3)cc12	1.6	-8	20	-7	-0.7	18	-29	-0.7	-2.5
COc1ccc(NC(=O)CCSc2cc(C)c3ccccc3n2)cc1	-1.6	1	-20	9	-2.6	54	-17	-1.5	-1.5
Cc1nc(S/C(=C/c2ccc(-c3ccc(C(=O)O)cc3)o2)C(=O)O)n[nH]1	1.9	3	-15	-7	0.6	42	21	5.7	-4.2
Cc1cc(Cl)ccc1OCCCC(=O)N1CCN(C)CC1	2.6	-1	5	7	2.2	-41	-3	0.0	-0.8
COC(=O)CCSCC(=O)Nc1ccc(S(=O)(=O)N2CCOCC2)cc1OC	0.3	-4	-10	-5	0.0	24	-6	-0.7	-3.1
COc1ccc(C)cc1S(=O)(=O)N1CCCC(C(=O)NCC2CCCO2)C1 (stereo unspecified)	1.2	1	-13	0	-0.6	-12	-4	-0.1	-4.9
CC(C)OC(=O)C1CC(C)(O)C(=O)C(C(=O)OC(C)C)C1c1ccc([N+](=O)[O-])cc1 (stereo unspecified)	-0.9	-4	-25	1	-2.2	-5	3	-2.2	-2.6
Cc1cccc(C(=O)O/N=C2\CCCc3ccccc32)c1	-1.5	-7	-12	-8	-2.4	54	-1	1.9	-0.7
O=C(NCc1ccco1)/C(=C\c1cccs1)NC(=O)c1ccsc1	1.0	-4	-3	15	1.2	-7	-3	1.0	0.7
COc1cc2nc(C3CCC3)n(NC(=O)C3CCCC(OC)C3)c(=O)c2cc1OC (stereo unspecified)	-0.2	-4	/	/	-0.7	43	/	/	/
N#Cc1c(-c2ccccc2)cc(-c2ccccc2)[nH]c1=O	1.6	-11	-8	3	1.3	-20	-13	-0.3	0.0
CCOC(=O)CNC1CC(=O)N(c2cccc(Cl)c2)C1=O (stereo unspecified)	1.3	-9	-3	-8	0.2	25	3	-4.3	-3.6
CCc1ccc(S(=O)(=O)Nc2nccs2)cc1	1.2	-9	-1	-10	0.5	36	11	-1.9	-1.5
CSc1cccc(NC(=O)COc2ccccc2C)c1	-0.3	-8	-7	-11	-2.3	32	-18	-0.4	-1.7
Cc1ccc(S(=O)(=O)NCC(=O)N2CCN(c3ccccn3)CC2)cc1	0.1	-4	-11	-9	0.6	-4	3	-0.6	-4.8
Cc1csc(NC(=O)C(NS(=O)(=O)c2ccc(Br)s2)c2ccccc2)n1 (stereo unspecified)	1.1	-2	-6	-1	0.7	2	-1	-5.4	-3.4
CCC(C)c1ccccc1NS(=O)(=O)c1cnn(CC)c1 (stereo unspecified)	-0.7	1	-10	-14	0.0	38	4	-1.2	-2.2
Cc1cccc(NC(=O)Nc2ccc(Oc3c(F)c(F)c(F)c(F)c3F)cc2)c1	4.4	-4	3	2	4.4	-1	2	-3.5	-2.4
CC1=C(C)CC(C(=O)NCc2c(F)cccc2Cl)C(C(=O)O)C1 (stereo unspecified)	-0.4	/	-8	-2	-1.2	/	12	3.7	0.0
COc1cc(C2NC(=S)NC(c3ccccc3)=C2C(C)=O)cc(Br)c1OCC(N)=O (stereo unspecified)	0.7	-4	-14	-4	-0.7	6	-5	0.4	-1.4
COc1ccc(/C=C/C(=O)N2CCC(c3ccccc3)C2)cc1 (stereo unspecified)	-0.6	3	-23	-6	-1.2	6	1	0.4	-0.2
CCC(=O)n1nc(-c2ccccc2)nc1N	0.1	-4	-2	-7	0.1	37	-7	-1.7	-1.7
c1ccc(Nc2nc(N3CCCC3)nc(N3CCCC3)n2)cc1	-1.6	-2	-6	-17	-1.2	-9	-16	-1.8	-2.8
CCCCC/C(=N\NC(=O)CCC(=O)NCc1ccccc1)c1ccccc1	-0.8	7	-16	2	-2.5	11	-5	-4.3	-2.2
CCOc1ccc(N2C(=O)CC(Sc3ccccc3C(=O)O)C2=O)c([N+](=O)[O-])c1 (stereo unspecified)	-0.8	-4	-20	-2	0.1	32	18	-0.3	-0.9
CN(C)S(=O)(=O)n1cc(/C=C(\NC(=O)c2ccccc2)C(=O)N2CCOCC2)c2ccccc21	2.4	-6	-33	4	0.8	-32	-8	-1.1	-2.0
COc1ccc(C(=O)/C=C(\N)C(F)(F)F)c(O)c1	-0.1	-7	-1	-6	0.8	5	-10	-3.2	-2.9
O=C(O)CCCNC(=O)/C(=C\c1ccc(Cl)cc1)NC(=O)c1ccc(Br)cc1	0.0	-7	-34	-11	1.3	25	5	-2.2	-1.7
C/C(=N\Nc1ccc(Cl)c(C(=O)O)c1)c1cccc2ccccc12	1.4	-7	-20	2	-0.1	15	21	2.0	1.0
C[N+](C)(C)CCN(Cc1ccc(Cl)cc1)c1ccccn1	-1.0	-5	8	-16	-1.1	-44	-3	-2.1	-2.5
CC(=O)c1ccc(NC(=O)CNCc2cccs2)cc1	1.1	-11	2	-4	0.2	40	-10	-3.4	-1.2
CS(=O)(=O)N1N=C(c2ccco2)CC1c1ccc(Cl)cc1Cl (stereo unspecified)	0.8	-6	-16	-3	-0.1	27	16	-2.5	-2.6
COC(=O)C1=C(C)N(Cc2ccco2)C(=O)N[C@H]1c1ccccc1	-0.4	/	-21	7	-0.5	-6	21	-0.9	-4.8
Cc1ccc(CNC(=O)C(=O)NCC(c2ccco2)N2CCOCC2)cc1 (stereo unspecified)	0.6	-2	-16	-9	-1.1	0	-3	-0.8	-1.2
O=C(C1=C(O)/C(=C/c2ccc(O)cc2)CCC1)C(F)(F)F	2.2	0	0	-13	5.2	-16	0	-0.6	-5.4
CC(C)COC(=O)N1C[C@H](O)C[C@H]1C(=O)Nc1ccc(Cl)cc1	0.2	-11	-12	7	0.8	42	-10	-3.2	-1.8
Cc1ccc(C)c(NS(=O)(=O)c2cc(C(=O)Nc3cccc(N(C)S(C)(=O)=O)c3)ccc2C)c1	6.4	-6	-7	2	0.8	-4	-1	-2.8	-1.9
O=C(NNC(=O)c1sccc1-n1cccc1)c1ccc(F)cc1	-0.5	-5	-1	-9	-0.5	20	8	-0.7	-3.0
COc1cc2c(cc1NC(=S)NC(=O)c1c(OC)cccc1OC)oc1ccccc12	0.9	-2	0	-10	2.0	-6	5	-1.9	-2.8
C[n+]1ccccc1N1CCN(c2ccccc2Cl)CC1	0.9	-7	-2	-10	0.7	30	-6	-4.2	-1.7
CN(C)S(=O)(=O)c1cccc(COC(=O)c2ccc(Cl)cc2O)c1	5.8	-5	-19	6	5.9	19	5	-1.4	-2.3
CCOC(=O)CSc1nc2sc(C)c(C)c2c(=O)n1N	1.3	-11	-4	-5	0.0	-6	6	-4.4	-3.6
O=C(Nc1ccc(Cl)cc1)N1CCc2[nH]c3ccccc3c2C1	2.6	-7	6	1	1.1	3	-5	6.2	-1.1
(listing goes on)
SMILES	V1aR counter	GalR3 antagonist	FID counter	GPR7 antag	OXTR agonist	PHOSPHO1 block	HCV NS3 hel inh	VIM-2 inh	IMP-1 inh
c1ccc(CN(Cc2cccs2)C(c2cccs2)c2nnnn2C2CCCC2)cc1 (stereo unspecified)	0.8	-7	-7	-14	1.3	10	-2	-1.4	-4.0
Cc1ccc(Cn2ccc(=O)c(Cc3c(Cl)cccc3Cl)c2C)cc1	3.2	-6	-32	0	1.2	35	-12	1.8	-1.4
CC(C)(C)OC(=O)N1CC(O)CC1C(=O)OCC(=O)c1ccccc1 (stereo unspecified)	1.6	-3	-7	4	1.2	-8	1	-1.4	-3.4
COc1cccc(NC(=O)C2CCCN2S(=O)(=O)c2ccc3c(c2)C(C)(C)C(=O)N3C)c1 (stereo unspecified)	-0.7	-3	-30	1	-0.4	15	1	0.4	0.0

As a working copy, part of the list above.
SMILES	V1aR counter	GalR3 antagonist	FID counter	GPR7 antag	OXTR agonist	PHOSPHO1 block	HCV NS3 hel inh	VIM-2 inh	IMP-1 inh
CCOC(=O)CSc1nc2sc(C)c(C)c2c(=O)n1N	1.3	-11	-4	-5	0.0	-6	6	-4.4	-3.6
O=C(Nc1ccc(Cl)cc1)N1CCc2[nH]c3ccccc3c2C1	2.6	-7	6	1	1.1	3	-5	6.2	-1.1
c1ccc(CN(Cc2cccs2)C(c2cccs2)c2nnnn2C2CCCC2)cc1 (stereo unspecified)	0.8	-7	-7	-14	1.3	10	-2	-1.4	-4.0
